AmpC no deterg – qHTS Inhibitors of AmpC Beta-Lactamase (assay without detergent) | P00811 | AmpC nitrocefin hydrolysis, absorbance 480 nm, 0.0001% Triton | Potency, µM (doses to about 57.1 µM), for inactives: top-dose activity change, negative = inhibition, hits mostly inhibitors | 330,000 compounds, 0.52% hits | AID 485341, 2010;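 also: potency is read from the fitted curve at half-maximal effect; plate controls were no compound for no effect and no enzyme for full effect; nearly all actives have a fitted effect of over 20% in size; some results filed as inactive show a strong effect at the top dose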
Target sequence (P00811 whole entry, looked up): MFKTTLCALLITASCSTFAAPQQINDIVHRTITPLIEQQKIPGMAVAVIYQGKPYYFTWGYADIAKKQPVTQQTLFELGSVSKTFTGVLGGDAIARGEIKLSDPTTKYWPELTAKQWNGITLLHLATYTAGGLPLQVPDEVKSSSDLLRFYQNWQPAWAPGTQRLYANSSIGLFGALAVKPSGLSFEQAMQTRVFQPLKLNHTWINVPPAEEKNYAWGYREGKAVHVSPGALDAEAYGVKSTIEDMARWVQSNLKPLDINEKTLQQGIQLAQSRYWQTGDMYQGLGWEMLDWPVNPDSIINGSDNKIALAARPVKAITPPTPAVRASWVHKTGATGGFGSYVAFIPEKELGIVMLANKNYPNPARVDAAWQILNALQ
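20 mM phosphate pH 7.0 + 0.01% (detergent screen) or 0.0001% Triton X-100; 5.3 nM AmpC reagent; cpd preinc 15 min RT; nitrocefin (800 uM stock) to start; A480 q20 s × 4 min; Activity was normalised to no-enzyme and no-compound control wells.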
FBPA Giardia inh – qHTS Assay for Inhibitors of Fructose-1,6-bisphosphate Aldolase from Giardia Lamblia; A8B2U2; purified Giardia FBPA; Potency, µM (top dose mostly 59.6 µM), inactives show at the highest dose activity, negative = inhibition, hits mostly inhibitors; 290,000 compounds, 0.71% hits; also: potency is read from the fitted curve at half-maximal effect; nearly all actives have a fitted effect of over 55% in size
Target sequence (A8B2U2 whole entry, looked up): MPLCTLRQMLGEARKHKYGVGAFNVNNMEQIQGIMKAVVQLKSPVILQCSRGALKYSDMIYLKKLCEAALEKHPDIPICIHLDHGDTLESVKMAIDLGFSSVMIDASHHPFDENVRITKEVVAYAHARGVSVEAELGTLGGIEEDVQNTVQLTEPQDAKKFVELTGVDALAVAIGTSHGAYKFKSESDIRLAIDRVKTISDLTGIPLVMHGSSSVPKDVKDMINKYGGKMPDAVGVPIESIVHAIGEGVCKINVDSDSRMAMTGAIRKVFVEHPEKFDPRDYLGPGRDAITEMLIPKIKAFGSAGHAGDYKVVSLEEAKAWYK
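40 nM FBPA preincubated 10 min at RT with compound (up to 57.5 uM final), then substrate plus GAPDH/TPI/NAD/arsenate coupling and diaphorase/resazurin added. Fluorescence read after 20 min at RT, 525/598 nm.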
HCMV inh – qHTS Assay for inhibitors of the human cytomegalovirus (HCMV) | HFF cells, HCMV-luciferase reporter, 72 h; hits give low values | activity change, negative = inhibition, % at 57.5 µM | 410,000 compounds, 4.5% hits; in the data active = activity change below about -60%; inconclusive = no clear call, values can overlap the other calls; inactive = above about -39%
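Inhibition of viral replication was scored as loss of reporter luminescence in HFFs infected with HCMV-luciferase (MOI 1 PFU/cell) for 72 h; compounds tested at 2 doses, normalized to buffer and Salinomycin controls.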
AMA1 RON2 block – qHTS for Inhibitors of AMA1-RON; Towards Development of Antimalarial Drug Lead: Primary Screen. AlphaScreen AMA1-biotinylated RON2 peptide binding. Potency, µM (series often up to 58.2 µM), for the others: top-dose activity change, negative = inhibition, hits mostly inhibitors. 360,000 compounds, 0.2% hits. AID 720542, 2013;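 also: potency is read from the fitted curve at half-maximal effect; 0% = vehicle wells and -100% = peptide control; nearly all actives have a fitted effect of over 45% in size; some results filed as inactive show a strong effect at the top dose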
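AMA1 (3D7) with his tag at 25 nM final met compounds first, then biotinylated RON2 peptide at 25 nM; detection used donor plus acceptor beads, 10 µg/mL apiece, read by AlphaScreen after 30 min at room temperature.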
Sm TGR block – qHTS Assay for the Inhibitors of Schistosoma Mansoni Peroxiredoxins | Schistosoma mansoni thioredoxin glutathione reductase (TGR), Q962Y6 | purified TGR, DTNB reduction, TNB absorbance 405 nm | Potency, µM (series often up to 114 µM), without a hit: top-dose activity change, negative = inhibition, most hits filed as inhibitors | 360,000 compounds, 3% hits | AID 485364, 2010; also: potency is read from the fitted curve at half-maximal effect; nearly all actives have a fitted effect of over 60% in size
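TGR 20 nM + NADPH 100 uM (dispensed conc.), cpd preinc 15 min RT; start with NADPH (500 uM addition) then DTNB (15 mM addition). Kinetic TNB absorbance, 405 nm filter. Four-parameter Hill fit across titration.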
AmpC inh detg – qHTS Inhibitors of AmpC Beta-Lactamase (assay with detergent) | P00811 | AmpC hydrolysis of nitrocefin, absorbance 480 nm, 0.01% Triton | Potency, µM (series often up to 114 µM), for the others: at the highest dose activity change, negative = inhibition, hits mostly inhibitors | 370,000 compounds, 0.041% hits | AID 485294, 2010;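 also: potency is read from the fitted curve at half-maximal effect; 0% = no-compound wells and -100% = no-enzyme wells; nearly all actives have a fitted effect of over 25% in size; some results filed as inactive show a strong effect at the top dose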
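20 mM phosphate pH 7.0 + 0.01% (detergent screen) or 0.0001% Triton X-100; 5.3 nM AmpC reagent; cpd preinc 15 min RT; nitrocefin (800 uM stock) to start; A480 q20 s × 4 min; Activity was normalised to no-enzyme and no-compound control wells.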
* marks the source's active call; other numbers are inactive results; ? = inconclusive; nt = not tested or not shown; & = joins results of further samples; ! = not confirmed by another sample; [ ] = dose if it differs, or a comment. Unless noted, calls follow the shape of the dose curve; as a rule, active = well fitted curve in the direction sought with a large enough effect; inconclusive = small, poorly fitted or top-dose-only effect, or another doubt; inactive = no such curve, though single readings can be large; an effect the other way counts as inactive or inconclusive. Unless noted, % is scaled to controls: 0 for no effect and ±100 for the full control effect.

Results follow in this order: HCMV inh, Sm TGR block, FBPA Giardia inh, AMA1 RON2 block, AmpC inh detg, AmpC no deterg
O=C(OCc1cc(=O)n2nc(-c3cccs3)sc2n1)c1ccccc1Cl
    10.8, -0.5%, nt, nt, 14.5%, nt
COCCNC(=O)C1c2cc(OC)c(OC)cc2C(=O)N(C)C1c1cccnc1 (centres undefined)
    36.9, 3.8%, 2.7%, 0.0%, 1.2%, 71.8%[activator]
CN(C)CCC#CC(O)(c1ccccc1)c1ccccc1
    -39.9, -13.0%, 4.5%, 2.3%, ?, -10.3%
O=C1/C(=C/c2ccccn2)SC(=S)N1CCc1ccccc1
    -6.0, 8.4%, 0.5%, 10.2%, 2.1%, -4.2%
COc1ccc(NC(=O)COC(=O)c2c(C)noc2C)c(OC)c1
    -15.8, -15.8%, 0.3%, -8.7%, 2.2%, -0.3%
COc1ccc(-c2cn(Cc3ccc(C)cc3)nn2)cc1
    ?, 10.3%, 1.9%, 22.3%, 1.5%, -18.5%
CCOC(=O)C1CCN(C2CCN(C(=O)c3oc4c(F)cccc4c3C)CC2)CC1
    3.1, 0.6%, nt, -10.7%, -11.9%, 96.1%[activator]
Oc1ccc(-c2[nH]ncc2-c2nc3ccccc3s2)c(O)c1
    ?, -8.8%, 13.5%, 73.0%[activator], ?, ?
COc1ccc(C)cc1NC(=O)CN(C)C1CCCCC1
    2.7, -7.0%, 9.6%, -14.1%, -13.0%, -12.3%
COc1cc(-c2nnc(SCC(=O)NC3CCCC3)n2C)cc(OC)c1O
    -23.2, 0.5%, nt, 5.3%, -2.4%, -4.6%
O=C(OCC(=O)N1CCc2ccccc2C1)c1cccnc1Cl
    -39.9, 3.1%, -4.0%, 2.9%, 0.6%, -12.6%
C[C@H](NC(=O)N1CCn2c1nc1ccccc12)C(=O)NCc1ccc2c(c1)OCO2
    -18.7, -29.7%, nt, 95.0%[activator], -15.8%, 47.1%
COc1ccccc1-c1cc2nc(C)c(CCC(=O)O)c(C)n2n1
    ?, -1.6%, nt, nt, 1.8%, nt
O=C1CC(C(=O)N(c2ccccc2)C(C(=O)NC2CCCC2)c2ccncc2)CS1 (centres undefined)
    45.0, 0.0%, 2.6%, 13.0%, -0.7%, 5.8%
NNc1nc2c(-c3ccc(Cl)cc3)nnn2c2ccccc12
    84.6, -0.3%, 14.1µM*, 113.7%[activator], ?, -33.3%
Cc1ccccc1NC(=S)Nc1ccccc1
    56.6, -10.5%, -7.7%, 0.8%, ?, -15.3%
Cc1ccc(NC(=O)c2c(C)oc3ccc(O)c(CN4CCCCCC4)c23)c(C)c1
    -64.7*, -2.7%, nt, nt, 18.7%, nt
CCn1ccnc1C(O)c1ccccc1OC (centres undefined)
    -2.9, -1.2%, -23.9%, 1.5%, -10.4%, -8.8%
CCCCCNC(=O)c1ccc2c(=O)n(CC3CCCO3)c(=O)[nH]c2c1 (centres undefined)
    -2.2, 10.2%, 6.2%, -1.2%, 1.4%, -6.7%
COCC(C)NC(=O)c1cc2cccc([N+](=O)[O-])c2[nH]1 (centres undefined)
    53.3, -14.2%, -9.0%, -2.0%, -3.6%, -22.6%
CCC12CC3CC(C1)CC(C(=O)O)(C3)C2
    30.0, 9.7%, 5.1%, 4.6%, ?, -11.5%
Cc1[nH]ccc(=O)c1Oc1ncc(C(F)(F)F)cc1Cl
    6.9, -7.8%, -4.1%, 7.8%, 2.4%, -6.6%
CC12COC3(C(=O)Nc4ccccc4F)CC1CCC32C (centres undefined)
    43.3, 8.6%, 2.9%, -0.8%, 6.9%, -13.7%
CC(C)C(NC(=O)c1c(F)cccc1F)C(=O)N1CCN(c2ccccc2F)CC1 (centres undefined)
    -17.5, 5.4%, nt, -6.7%, 0.5%, 20.5%
CC1CCCCN1C(=O)c1cc(-c2ccc(Br)cc2)on1 (centres undefined)
    67.7, 3.9%, nt, nt, 23.3%, nt
CC(NS(=O)(=O)c1cccc(Cl)c1)C(=O)Nc1ccc(-c2nc3ccccc3s2)cc1 (centres undefined)
    118.3, 26.5%, 2.3%, 7.9%, -14.5%, -39.3%
CCCCN(C)CCCNC(=O)Cn1ncc2c3ccccc3n(Cc3cc(C)ccc3C)c2c1=O
    -99.3*, -17.7%, nt, nt, 14.3%, nt
Cc1cc(-c2nnc(CCC(=O)NCc3cc(F)cc(C(F)(F)F)c3)o2)no1
    23.3, -2.8%, nt, -18.7%, 3.9%, 23.0%
O=C(CN1C(=O)C(=O)N(Cc2ccccc2)C1=O)Nc1cc(Cl)cc(Cl)c1
    -22.1, -2.3%, 8.0%, -12.5%, 8.1%, -46.0%
Cc1c(S(=O)(=O)NC2CCCCCC2)c(=O)n(C)c(=O)n1C
    -28.3, -6.5%, nt, -6.6%, -15.4%, ?
COc1ccccc1NC(=O)N1CCc2[nH]c3ccc(F)cc3c2C1
    3.2, 7.6%, -11.3%, -4.4%, 1.5%, 37.0%
O=C(CSc1ncccn1)NCc1ccccc1Cl
    104.0, 1.6%, -2.7%, -0.6%, 3.2%, -2.7%
O=C(O)C1CN(c2nc(Cl)ccc2[N+](=O)[O-])C1
    6.8, 5.6%, -14.2%, -1.1%, -13.7%, -18.9%
O=C(CN1C(=O)COc2ccccc21)N(Cc1ccccc1)Cc1ccccn1
    -6.4, -13.0%, 9.7%, 20.8%, ?, 32.9%
CC1=NN(c2nc(-c3ccc(C)cc3)cs2)C(=O)C1N=Nc1ccccc1O (centres undefined)
    -101.6*, 0.5%, 9.5%, 46.8%[activator], -4.9%, -36.2%
Cc1nc(COc2ccccc2Cl)sc1-c1ccnc(N)n1
    -5.5, -0.7%, 3.1%, -11.4%, 1.7%, 64.7%[activator]
OCc1nc2ccccc2n1Cc1ccc(Cl)cc1
    -9.3, -25.9%, 5.0%, 25.0%, 1.7%, 6.8%
COCCOc1cc(NC(=O)CS(=O)CC(=O)N(C)C)c(Cl)cc1Cl (centres undefined)
    11.3, 4.6%, 2.8%, -6.2%, 9.7%, -13.0%
CN(Cc1c(F)cccc1Cl)C(=O)c1ccc(NC(=O)CC2SC(N3CCCCC3)=NC2=O)cc1 (centres undefined)
    -18.7, nt, nt, 1.4%, nt, 185.3%[activator]
O=C(c1ccco1)N1CCN(Cc2nc3ccccc3c(=O)n2-c2ccc(F)cc2)CC1
    -21.9, -25.9%, -9.7%, 3.5%, -1.5%, 39.3%
O=C(Nc1c(F)cc(F)cc1Br)c1cc(-c2ccc(O)cc2)on1
    -9.0, -4.0%, 3.1%, 0.0%, -0.5%, -29.1%
COCCCNC(=O)C1CCN(Cc2nc(-c3ccc(OC)c(OC)c3)oc2C)CC1
    18.1, -9.8%, nt, nt, -9.4%, nt
COc1ccc(-c2noc(CCC(=O)N3CCN(c4ccccc4)CC3)n2)cc1
    15.8, nt, nt, -9.8%, nt, -8.8%
O=C(Nc1ccc([N+](=O)[O-])cc1)c1cn(-c2ccccc2)nc1-c1cc2ccccc2o1
    -16.2, 4.6%, 4.2%, -1.8%, ?, -9.9%
COc1ccc(C2SCC(=O)N2CCCN(C)C)cc1 (centres undefined)
    24.0, -4.5%, -12.6%, 4.9%, 3.9%, -3.1%

A second format for 2 compounds above.
mol: O=C(OCC(=O)N1CCc2ccccc2C1)c1cccnc1Cl
  HCMV inh = -39.9
  Sm TGR block = 3.1%
  FBPA Giardia inh = -4.0%
  AMA1 RON2 block = 2.9%
  AmpC inh detg = 0.6%
  AmpC no deterg = -12.6%

mol: O=C(OCc1cc(=O)n2nc(-c3cccs3)sc2n1)c1ccccc1Cl
  HCMV inh = 10.8
  Sm TGR block = -0.5%
  FBPA Giardia inh = nt
  AMA1 RON2 block = nt
  AmpC inh detg = 14.5%
  AmpC no deterg = nt

Remaining list, next part
Results follow in this order: HCMV inh, Sm TGR block, FBPA Giardia inh, AMA1 RON2 block, AmpC inh detg, AmpC no deterg
O=C(Nc1nnc(SCc2ccc(Cl)cc2)s1)C1CCCO1 (centres undefined)
    nt, 1.9%, 11.7%, -1.8%, 0.0%, 15.1%
Nn1c(SCC(=O)NCc2ccc3c(c2)OCO3)nnc1C(F)(F)F
    -28.7, nt, nt, -0.5%, nt, -2.8%
Cc1nnc(NC(=O)CCC(=O)NC2CCCCCCC2)s1
    2.7, 3.7%, 6.5%, -4.3%, 1.1%, -3.9%
CN(Cc1ccccc1)c1nc2c(c(=O)[nH]c(=O)n2C)n1CCOc1ccccc1
    9.0, 1.6%, -2.4%, -5.6%, -10.2%, 76.4%[activator]
COC(=O)c1sccc1NC(=S)Nc1ccc(F)cc1F
    16.4, -33.5%[57.1 µM], -12.9%, 76.5%[activator], -1.2%, -5.1%
Cc1ccc2c(c1)C(c1ccncc1)=NNC(c1ccc(F)cc1)=N2
    -23.0, -6.6%, 1.7%, -8.8%, -5.7%, -16.9%
COc1ccccc1NC(=O)Cn1c(=O)n(Cc2ccccc2)c(=O)c2ccccc21
    -15.8, -8.8%, nt, nt, 0.2%, nt
Cn1nnnc1SCC(=O)Nc1ccccc1C(N)=O
    19.3, -0.8%, 4.1%, -2.6%, 5.8%, -10.2%
O=S(=O)(N/N=C/c1ccc(OC2CSC2)cc1)c1ccccc1
    -39.5, -3.6%, -1.5%, 1.5%, -2.8%, -19.8%
COc1ccc(OC)c(S(=O)(=O)Nc2cccc(-c3ccc(N4CCCCCC4)nn3)c2)c1
    6.4&-28.3, -2.7%&-10.5%, nt, -10.7%, 1.1%&2.7%, -33.2%
C/C(=N\NC(=O)c1cccc(S(=O)(=O)N2CCOCC2)c1)c1ccc(OCC(=O)N(C)C)cc1
    -26.6, -0.5%, nt, 28.3%, -8.1%, -10.9%
Cc1nnc2c(NCCc3ccccc3)nc3ccccc3n12
    232.8, -13.4%, 7.4%, 17.5%, 3.0%, -2.3%
O=C1Nc2ccc(F)cc2C12SCCS2
    -106.7*, ?, nt, -20.8%, -15.7%, -20.8%
CCOc1ccc(-c2nc(SCC(=O)NC3CCCC3)c(-c3ccccc3)[nH]2)cc1OC
    -18.3, 8.5%, nt, nt, 14.8%, nt
CCC(C)Sc1cc(-c2nc3cc(C)ccn3c2NC2CCCCC2)ccc1OC (centres undefined)
    -83.9*!, nt, nt, 16.8%&6.6%, nt, -2.3%

An excerpt from above with just Sm TGR block, HCMV inh and AmpC no deterg:
structure	Sm TGR block	HCMV inh	AmpC no deterg
Cn1nnnc1SCC(=O)Nc1ccccc1C(N)=O	-0.8%	19.3	-10.2%
O=S(=O)(N/N=C/c1ccc(OC2CSC2)cc1)c1ccccc1	-3.6%	-39.5	-19.8%
COc1ccc(OC)c(S(=O)(=O)Nc2cccc(-c3ccc(N4CCCCCC4)nn3)c2)c1	-2.7%&-10.5%	6.4&-28.3	-33.2%
C/C(=N\NC(=O)c1cccc(S(=O)(=O)N2CCOCC2)c1)c1ccc(OCC(=O)N(C)C)cc1	-0.5%	-26.6	-10.9%
